Rv3671c inh: Rv3671c (M. tuberculosis) protease inhibition. inhibition, % at 5.96 µM. actives 0.048% (n = 320,000). P9WHR9; in the data active = inhibition above about 38%;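 also: extracellular domain of Rv3671c used as enzyme; 0% = enzyme with DMSO and 100% = no enzyme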
GDH-TPI inh: inhibits GDH-TPI coupling enzymes, artifact for Mtb FBA screen; actives 1.2% (n = 360,000); inhibition, % at 4.8 µM; GDH-TPI coupled enzyme counterscreen, NADH absorbance; in the data active = inhibition above about 30%;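 also: 0% = DMSO wells and 100% = wells lacking the enzyme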
Mtb FBA inh: inhibits M. tuberculosis FBA enzyme; P9WQA3; purified M. tuberculosis FBA, fluorescence read-out; inhibition, % at 1 µM; actives 2.3% (n = 360,000); AID 588726; in the data active = inhibition above about 27%;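 also: 0% = vehicle and 100% = reference inhibitor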
Target sequence (P9WQA3 whole entry, looked up): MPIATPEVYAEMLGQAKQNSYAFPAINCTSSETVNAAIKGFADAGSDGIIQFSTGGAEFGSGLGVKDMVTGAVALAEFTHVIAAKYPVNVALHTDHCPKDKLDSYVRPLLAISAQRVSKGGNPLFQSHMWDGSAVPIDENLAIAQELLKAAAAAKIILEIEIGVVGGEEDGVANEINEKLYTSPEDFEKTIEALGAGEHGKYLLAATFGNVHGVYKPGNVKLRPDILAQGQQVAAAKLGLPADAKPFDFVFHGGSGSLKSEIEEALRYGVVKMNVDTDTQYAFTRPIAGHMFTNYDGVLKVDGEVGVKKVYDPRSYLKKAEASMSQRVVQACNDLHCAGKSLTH
UGM FP inh: inhibitors of M. tuberculosis UDP-galactopyranose mutase. inhibition, % at 10 µM. actives 0.06% (n = 320,000). purified UGM, fluorescence polarization probe displacement; in the data active = inhibition above about 10%, passing the limit was not always enough; inconclusive = no clear call, values can overlap the other calls
Target sequence (P9WIQ1 whole entry, looked up): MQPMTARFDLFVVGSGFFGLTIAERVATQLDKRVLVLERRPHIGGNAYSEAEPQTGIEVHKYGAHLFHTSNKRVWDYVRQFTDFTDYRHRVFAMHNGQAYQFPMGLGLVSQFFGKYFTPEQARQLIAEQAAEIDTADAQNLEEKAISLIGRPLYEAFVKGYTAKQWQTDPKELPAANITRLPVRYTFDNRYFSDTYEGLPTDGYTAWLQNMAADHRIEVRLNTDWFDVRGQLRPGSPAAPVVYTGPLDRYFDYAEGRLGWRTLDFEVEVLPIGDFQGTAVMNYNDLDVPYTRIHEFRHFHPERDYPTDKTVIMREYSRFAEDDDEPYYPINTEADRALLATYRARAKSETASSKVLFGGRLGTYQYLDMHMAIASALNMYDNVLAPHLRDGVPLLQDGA
MazEF act: MazEF (E. coli) toxin RNase activation; P0AE70; FAM/BHQ RNA-DNA oligo cleavage fluorescence, 5 h; activation, % at 20 µM; actives 0.32% (n = 350,000); AID 504720; in the data active = activation above about 50%
Target sequence (P0AE70 whole entry, looked up): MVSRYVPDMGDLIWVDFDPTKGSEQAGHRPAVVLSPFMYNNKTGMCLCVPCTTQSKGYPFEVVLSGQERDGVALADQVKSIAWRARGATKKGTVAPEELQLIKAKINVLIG
BoNT-F LC inh: inhibitors of Botulinum neurotoxin F light chain protease; inhibition, % at 10 µM; Multiplex microsphere protease cleavage assay, flow cytometry; actives 0.22% (n = 360,000); in the data active = inhibition above about 35%, passing the limit was not always enough; inconclusive = no clear call, values can overlap the other calls; also: plate controls were buffer without enzyme for full effect and enzyme alone for no effect
FadD28 binding: blocks FadD28 binding to the bisubstrate probe. fluorescence polarization. inhibition, % at 12.5 µM. actives 0.22% (n = 360,000). AID 588549; in the data active = inhibition above about 8.5%, passing the limit was not always enough; inconclusive = no clear call, values can overlap the other calls
BioA inh: inhibitors of Mycobacterium tuberculosis BioA enzyme | purified M. tuberculosis BioA enzyme, plate reader | inhibition, % at 9.99 µM | actives 0.096% (n = 360,000) | AID 602481; in the data active = inhibition above about 40%; inconclusive = no clear call, values can overlap the other calls
PrPC TRFRET: cell surface PrPC inhibition, primary TR-FRET screen; TR-FRET read-out; actives 0.43% (n = 370,000); P04156; AID 720596; inhibition, % at 13.8 µM; in the data active = inhibition above about 24%; also: 0% = median of the test wells and 100% = reference compound wells
The depositor's hits bear a star; ? = inconclusive; / = not tested or not shown.

Order of values – Rv3671c inh, GDH-TPI inh, Mtb FBA inh, UGM FP inh, MazEF act, BoNT-F LC inh, FadD28 binding, BioA inh, PrPC TRFRET
1	C/C(=N\NC(=O)c1nnn(-c2nonc2N)c1CN(C)c1ccccc1)c1ccccn1
    3.3, -2.6, 0.6, 0.1, 13.9, 4.4, -9.7, -1.7, /
2	COC(=O)c1cc(NCc2ccccc2F)ccc1N1CCOCC1
    1.7, 16.7, 2.0, 1.6, 0.3, 8.4, -1.8, /, -3.2
3	NC(=O)Nc1cccc2ccccc12
    -11.5, 1.8, 10.9, 0.9, -3.2, -1.2, -1.6, /, 4.0
4	Cc1ccc(NC(=O)CNC(=O)c2ccco2)nc1
    -4.5, 6.2, 0.3, 0.7, 5.2, 1.2, -2.1, -0.5, 2.7
5	COc1ccccc1NCC(=O)N1CCN(S(=O)(=O)c2ccccc2)CC1
    -2.9, 1.0, -1.6, -4.3, -6.2, -12.3, -0.1, -2.4, 4.2
6	COc1ccc2c(c1)OC[C@H]1[C@H]2N2C(=O)c3ccccc3NC(=O)[C@@]2(C)[C@H]1c1ccccc1
    -14.3, 0.9, 0.5, -0.5, -7.0, 6.8, -14.8, 2.4, 15.2
7	O=C(/C=C\NCC(=O)c1ccccc1)c1ccccc1
    4.3, 13.3, -2.4, -2.0, -1.0, -0.9, 1.0, -2.4, 3.6
8	CC(C(=O)Nc1ccc2c(c1)OCCO2)N1CCN(C(=O)c2ccco2)CC1 (stereo not given)
    6.0, 1.4, 1.3, -1.7, 3.6, 3.3, -2.3, /, 1.0
9	O=C(CC(O)(CC(=O)OCc1ccccc1)C(=O)OCc1ccccc1)OCc1ccccc1
    /, 20.3, 1.8, /, -22.0, -2.1, -0.7, -2.7, 3.8
10	O=C(CN(Cc1ccccc1)S(=O)(=O)c1ccc2c(c1)OCCO2)Nc1ccc2c(c1)OCCO2
    -18.0, 9.4, 0.9, 0.5, -21.8, -5.3, 1.5, 10.8, 6.6
11	O=C(COC(=O)Cc1ccsc1)Nc1cccc(Cl)c1
    -11.7, -4.6, 0.5, 6.6, -3.6, -2.4, -1.8, 0.9, 3.8
12	CC(C)Cn1c(N)c(C(=O)COC(=O)c2cc(F)cc(F)c2)c(=O)n(C)c1=O
    0.9, 7.5, 2.6, -3.0, 6.5, -11.2, -0.8, /, -9.0
13	CC(=O)c1ccc(S(=O)(=O)N2CCN(CC(=O)NC(=O)NC3CCCCC3)CC2)cc1
    7.8, 7.7, 2.9, 3.7, 2.7, -4.3, -2.6, /, -6.0
14	COc1ccc(OC)c(NC(=O)CSc2nc3[nH]c(=O)cc(O)c3s2)c1
    -4.3, 8.4, -3.4, 2.0, 6.7, -4.3, -0.3, -1.5, -4.0
15	CC(=O)Nc1ccc(SC[C@H](CC(C)C)N2CCN(CCc3ccccc3)CCC2=O)cc1
    -2.0, 1.7, -1.9, -2.3, 6.6, -15.2, -1.1, 0.1, -5.9
16	O=C1CCCN1CCCNC(=S)Nc1ccc(Cl)cc1Cl
    13.1, 11.0, -0.7, 0.2, 6.6, -9.4, -6.1, -0.1, 3.5
17	O=C(Nc1cnc2ccccn2c1=O)c1ccc(Cl)cc1
    -2.3, 20.4, 3.3, 2.3, 1.1, -2.6, -0.1, 0.1, -5.8
18	O=C(c1cc(-c2ccc(F)cc2)on1)N1CCCC1
    -0.8, 6.2, 1.0, 0.8, 4.7, -7.4, -0.6, -1.5, 5.1
19	Cc1c(S(=O)(=O)NC(C)c2ccccc2)c(=O)n(C)c(=O)n1C (stereo not given)
    -1.6, 1.0, -1.5, -1.0, 0.9, 9.8, -0.4, -1.3, 6.1
20	COc1ccc(N2CCN(Cc3cc(=O)oc4ccc5ccccc5c34)CC2)cc1
    -1.6, -8.7, 2.3, 1.0, -1.8, -8.2, -1.1, -5.2, -8.1
21	Cc1ccc(SCCNS(C)(=O)=O)cc1
    -8.0, 3.7, 1.0, 2.9, -0.8, 3.8, -0.6, -1.4, -5.5
22	COc1ccc(OC)c(CC(=O)Nc2cc(S(=O)(=O)N3CCCCC3)ccc2C)c1
    -0.8, 9.6, 1.6, 1.9, 0.7, -3.6, 0.2, 0.7, 6.0
23	NC(=O)c1c(NC(=O)CN2CCN(S(=O)(=O)c3ccccc3)CC2)sc2c1CCC2
    4.4, 1.8, 2.4, -0.6, 1.4, -77.9, 0.3, 1.2, 9.6
24	O=C(c1cc2ccccc2o1)N1CCN(Cc2ccccc2)CC1
    8.7, -4.5, -0.6, -2.7, 0.5, -7.9, -4.0, 2.5, 2.1
25	Cc1ccc(C)c(S(=O)(=O)N2CCN(C(=O)c3ccc(N4CCCC4)c([N+](=O)[O-])c3)CC2)c1
    -5.0, -3.5, -2.2, -2.7, 4.6, -7.9, -1.0, -0.1, -2.9
26	COc1ccc(CCN2C(=O)CC(Sc3ncccc3C(=O)O)C2=O)cc1OC (stereo not given)
    0.4, 11.4, 1.2, 2.4, 1.7, 1.0, -0.7, -2.5, -3.1
27	CCN(C[C@H]1N[C@@](CC)(C(=O)OC)[C@H]2C(=O)N(Cc3ccccc3)C(=O)[C@@H]12)S(=O)(=O)c1ccc(C(F)(F)F)cc1
    2.7, 2.7, 5.6, 0.2, -1.5, -8.9, -0.9, -0.8, -5.5
28	COc1ccc(Cl)cc1NC(=S)NCCO
    7.2, -2.6, 1.1, -0.7, -1.2, -1.6, 0.1, /, -4.1
29	COC(=O)c1ccc2c(=O)n(-c3ccc(OC)cc3)c(=S)[nH]c2c1
    -7.4, 15.8, 1.1, -0.5, 4.5, -1.8, -4.1, -0.1, 1.7
30	O=C(O)C1CCC(=O)N(C2CCCCC2)C1c1ccccc1Cl (stereo not given)
    -5.7, 11.2, -26.9, 3.0, 0.8, /, -1.1, -1.3, 3.4
31	CCOC(=O)CSc1nnc2n(Cc3ccccc3)c(=O)c3c4c(sc3n12)CCC4
    /, 6.6, 0.6, /, 2.3, 0.3, -1.5, 0.4, -5.1
32	c1ccc(C2=NNC(c3ccco3)=Nc3ccccc32)cc1
    3.8, 1.3, 2.1, 3.1, 6.3, -1.3, -2.5, /, -8.2
33	CCOc1ccc(S(=O)(=O)Nc2cccc(Cl)c2)cc1
    -12.6, -8.8, -1.4, -0.8, -4.2, -1.3, -2.3, -0.3, 9.8
34	CC(NC(=O)c1ccnc(C(C)(C)C)c1)c1ccccc1 (stereo not given)
    0.4, 4.6, 1.7, -2.3, 4.2, -30.6, -2.8, -0.8, -5.2
35	CCN(C(=O)COC(=O)COc1ccc2c(c1)CCC2)c1c(N)n(Cc2ccccc2)c(=O)[nH]c1=O
    /, 2.8, -3.2, /, 2.8, 5.1, -0.3, -1.8, 4.3
36	O=C(NCc1ccccn1)C1CC(c2ccc(F)cc2)=NO1 (stereo not given)
    -6.6, -11.7, -9.2, 1.5, -0.4, 14.3, -3.5, 2.4, -3.3
37	CC(OC(=O)Cc1ccc(Cl)cc1)C(=O)NC1CCCCC1C (stereo not given)
    /, 6.2, 1.7, /, 1.1, 9.4, 0.9, -2.3, 0.0
38	CC(OC(=O)CCN1C(=O)C2CC=CCC2C1=O)C(=O)Nc1cccc(Cl)c1 (stereo not given)
    -0.9, -12.4, 1.4, 4.0, 1.3, 8.8, 0.7, /, 6.3
39	CCCN(CC(=O)Nc1ccccc1OC)C(=O)c1ccccn1
    1.1, 0.0, 0.2, -0.6, 10.2, 4.3, -1.6, 1.2, -0.6
40	CCC(C)NC(=O)NC(=O)CSc1nnc(-c2ccccc2F)n1C1CC1 (stereo not given)
    0.1, -0.8, -0.5, 0.6, 10.4, 4.2, 0.1, -2.1, 1.6

Pulled by structure from the list above:
Order of values – Rv3671c inh, GDH-TPI inh, Mtb FBA inh, UGM FP inh, MazEF act, BoNT-F LC inh, FadD28 binding, BioA inh, PrPC TRFRET
12	CC(C)Cn1c(N)c(C(=O)COC(=O)c2cc(F)cc(F)c2)c(=O)n(C)c1=O
    0.9, 7.5, 2.6, -3.0, 6.5, -11.2, -0.8, /, -9.0
10	O=C(CN(Cc1ccccc1)S(=O)(=O)c1ccc2c(c1)OCCO2)Nc1ccc2c(c1)OCCO2
    -18.0, 9.4, 0.9, 0.5, -21.8, -5.3, 1.5, 10.8, 6.6

Next section.
Order of values – Rv3671c inh, GDH-TPI inh, Mtb FBA inh, UGM FP inh, MazEF act, BoNT-F LC inh, FadD28 binding, BioA inh, PrPC TRFRET
41	CNC(=S)N/N=C/C1=CCC2CC1C2(C)C (stereo not given)
    -0.4, 7.7, 4.1, -1.2, -24.2, -0.7, 0.2, /, 5.6
42	CC(NC(=O)N1CCN(c2ccccc2F)CC1)c1ccc(F)c(F)c1 (stereo not given)
    -4.3, 5.9, -0.6, 1.7, 1.0, -2.9, -0.5, 4.3, 3.6
43	CSCCC(NC(=O)COc1ccccc1)C(=O)OCc1ccc(Cl)cc1 (stereo not given)
    /, 10.6, 2.6, /, 0.4, -2.0, -1.4, -4.2, -5.6
44	COc1ccccc1NC(=S)N1CCN(C(=O)C2CCCO2)CC1 (stereo not given)
    -19.4, 5.5, -0.7, -1.9, 6.5, -2.0, -0.6, -3.0, 5.4
45	Clc1ccccc1OCCCOc1cccc2cccnc12
    -7.0, 4.5, 2.5, 1.3, -25.1, -18.5, 0.6, -0.3, 0.3
46	Cn1ncc(Br)c1C(=O)NC1CCCCCCC1
    /, -10.4, 1.3, /, -0.2, -37.0, -2.7, 0.1, -3.6
47	O=S(=O)(Nc1cc(Cl)ccc1N1CCCCC1)c1cccs1
    -11.1, -3.1, -0.2, -3.6, -4.1, ?, -3.7, 6.1, 2.7
48	COc1ccc(-c2nc3ccccc3c(C(=O)Nc3ccc(S(=O)(=O)Nc4cc(C)on4)cc3)c2C)cc1
    -1.0, 15.1, 2.2, 2.3, -6.0, 0.4, -3.0, 2.4, /
49	CC(C(=O)NCC(=O)Nc1ccc(F)c(F)c1F)N1CCN(Cc2ccc(C#N)cc2)CC1 (stereo not given)
    2.2, 0.0, 1.3, -2.3, 2.8, 2.2, -2.9, -0.7, -1.4
50	CCN1CCN(Cc2nnc(-c3ccc(C)cc3)o2)CC1
    7.9, 6.6, -1.2, -0.1, -2.1, 4.5, 0.0, -1.6, -6.1
51	O=C(c1cc2cc(Br)ccc2[nH]1)N1CCC2(CC1)OCCO2
    -6.8, 1.7, 4.2, -1.1, -0.8, 1.3, 0.5, -5.1, 0.9
52	CCn1nnnc1SCC(=O)N1CCN(c2ccccc2)CC1
    -1.4, 3.1, 7.1, -3.4, -2.8, /, 0.5, 1.8, 6.3
53	O=C(Nc1cccc(S(=O)(=O)NC2=NCCC2)c1)c1ccc(=O)[nH]c1
    2.7, 0.4, -0.9, 1.5, -12.1, -6.6, -1.9, -1.3, -8.1
54	COc1cc(C2C(C(=O)c3ccco3)=C(O)C(=O)N2CCc2ccccc2)ccc1O (stereo not given)
    1.8, 20.9, -8.2, 0.0, 4.8, -3.3, 1.4, 2.4, -0.1
55	CC1CN(C(=O)c2ccc(-c3ccccc3Cl)o2)CC(C)O1 (stereo not given)
    -8.2, -2.1, 0.2, /, -14.9, 7.6, -2.2, 1.2, -7.4
56	O=C(NCc1ccccc1)c1cccn(Cc2cccc(Cl)c2)c1=O
    -8.3, 3.9, 12.2, -0.7, -0.7, 10.7, -5.6, -1.1, 1.5

Filtered by structure: the entries above containing a COOH group.
Order of values – Rv3671c inh, GDH-TPI inh, Mtb FBA inh, UGM FP inh, MazEF act, BoNT-F LC inh, FadD28 binding, BioA inh, PrPC TRFRET
26	COc1ccc(CCN2C(=O)CC(Sc3ncccc3C(=O)O)C2=O)cc1OC (stereo not given)
    0.4, 11.4, 1.2, 2.4, 1.7, 1.0, -0.7, -2.5, -3.1
30	O=C(O)C1CCC(=O)N(C2CCCCC2)C1c1ccccc1Cl (stereo not given)
    -5.7, 11.2, -26.9, 3.0, 0.8, /, -1.1, -1.3, 3.4
